# p53ts 32C tox = kills p53ts cells at the permissive temperature; H1299-p53A138V at 32C, ATP luminescence viability, 24 h; Potency, µM (series often up to 46.1 µM), inactives show at the highest dose activity change, negative = cytotoxicity, actives largely listed as cytotoxic; 130,000 compounds, 0.93% hits; AID 924;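 also: 0% = DMSO and -100% = full killing by reference compound; nearly all actives have a fitted effect of over 55% in size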
#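 Cells: H1299 p53ts (A138V), 600/well, pre-incubated 16–30 h at 37C. Cpd up to 46 uM, 24 h, 32C. Readout: ATPlite luminescence, 20 min RT. Normalization: DMSO vs tamoxifen 100 uM. AC50 by Hill equation.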
# Peg3 imprint = inducers of genomic imprint erasure in mouse ES cells. mouse ES Peg3-LacZ reporter, beta-gal luminescence, 40 h. Potency, µM (series often up to 60.7 µM), for the others: at the highest dose activity change, positive = activation, hits mostly activators. 110,000 compounds, 0.02% hits. AID 1948;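 also: 0% = negative control wells on the plate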
#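 Each well holds 300 Peg3LacZ-Neo (maternal) female ES cells incubated 40 h at 37C, 5% CO2. LacZ is measured by BetaGlo luminescence, with AC50 and maximum efficacy derived from dose-response curves.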
# IkB signaling = IkB pathway inhibition in ABC-DLBCL cells; Potency, µM (series often up to 57.1 µM), inactives show at the top dose IkBa stabilization activation; 110,000 compounds, 0.04% hits; ABC-DLBCL IkBa-CBG/CBR dual luciferase ratio, 4 h; response scale: scaled: untreated 0%, proteasome inhibitor 100%; active = well fitted curve in the direction sought with a large enough effect in the signal ratio, not every such curve was filed as active; inconclusive = small, poorly fitted or top-dose-only effect, or a change in a side signal; the % refers to the signal ratio;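 also: the direction sought is a rising ratio; 0% = basal untreated cells and 100% = reference inhibitor full response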
#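 In this assay, an IκBα–CBG68 fusion accumulates when IKK-driven degradation is blocked; native CBR normalizes for cell number. OCI-Ly3 cells were treated 4 h with compound and doxycycline, then green and red light read after Chroma-Glo addition.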
# p53ts 39C kill = cytotoxicity in p53ts cells at nonpermissive temperature; H1299-p53A138V viability at 39C, ATP luminescence, 24 h; Potency, µM (top dose mostly 46.1 µM), inactives show at the top dose activity change, negative = cell killing, hits mostly cytotoxic; 130,000 compounds, 1.5% hits; AID 902; also: nearly all actives have a fitted effect of over 55% in size
# * hit, by the source's call; ? = inconclusive; . = not tested or not shown; & = joins results of further samples; [ ] = dose if it differs, or a comment. Unless noted, calls follow the shape of the dose curve; as a rule, active = well fitted curve in the direction sought with a large enough effect; inconclusive = small, poorly fitted or top-dose-only effect, or another doubt; inactive = no such curve, though single readings can be large; an effect the other way counts as inactive or inconclusive. Unless noted, % is scaled to controls: 0 for no effect and ±100 for the full control effect; potency is read from the fitted curve at half-maximal effect.
no.	Compound	p53ts 32C tox	Peg3 imprint	IkB signaling	p53ts 39C kill
1	CCOC(=O)c1[nH]c2ccc(OC)cc2c1NC(=O)CN1CCC2(CC1)OCCO2	5%	-11%	-1.1%	-2%
2	Cc1ccc(C)c(NC(=O)c2nnn(Cc3ccccc3)c2N)c1	-1%	13%	?	-13%
3	COc1cccc(C2c3c(oc4ccccc4c3=O)C(=O)N2CCCN2CCOCC2)c1OC (centres undefined)	2%	11%	1.1%	3%
4	COC(=O)C/C=C/C(C)C(OCc1cccc(Br)c1)C(C)C(OC)C1CCCCC1 (centres undefined)	0%[9.22 µM]	.	.	0%[9.22 µM]
5	Cn1cc(S(=O)(=O)N2CCCCCC2)cc1C(=O)NCc1ccccc1Cl	7%	-13%[10.9 µM]	0.0%	-3%
6	Nc1nnc(CC(=O)N2CCCCC2)s1	-4%	-4%	0.7%	-7%
7	Cc1nc(-c2ccccc2)sc1CCNS(=O)(=O)c1ccccc1	3%	?	-1.7%	-22%
8	CCOc1ccc(CCNC(=O)CSc2cc(=O)n(C)c3ccccc23)cc1OCC	-4%	-9%[10.9 µM]	-3.2%	5%
9	CCC1Oc2ccc(C)cc2N(CC(=O)NCCN2C(C)CCCC2C)C1=O (centres undefined)	-1%	-16%	0.3%	3%
10	CC(C)n1cc(/C=C(\C#N)S(=O)(=O)c2ccccc2)c2ccccc21	2%	-10%	4.2%	2%
11	CCOC(=O)c1[nH]c(C)c(C(=O)NCc2ccccn2)c1C	5%	?	-2.3%	0%
12	CCOC(=O)c1c(-c2ccccc2)csc1NC(=O)CSc1nnnn1C	8%	-12%	?	-8%
13	Cc1ccc(Cl)cc1NC(=O)CSc1nnc(C)n1-c1ccccc1	20%	.	1.7%	3%
14	O=C(NCc1ccccc1Cl)C1CCC(CNS(=O)(=O)c2ccc(Cl)cc2)CC1 (centres undefined)	8%	7%[10.9 µM]	-1.4%	0%
15	Cc1ccc(C(=O)Nc2cc3c(cc2C)n(C)c(=O)c(=O)n3C)cc1	5%	-11%[10.9 µM]	-2.2%	30%
16	Cc1ccc(C)c(NC(=O)CN2C(=O)C(C)(C)c3ccccc32)c1	8%	-8%[10.9 µM]	-1.1%	-20%
17	COc1ccc(-c2nc3ccc(NS(=O)(=O)c4ccc(Cl)cc4)cc3o2)cc1	?	-12%[10.9 µM]	?	?
18	CCOC(=O)C(=O)Nc1nnc(CCc2ccccc2)s1	2%	.	.	-5%
19	CCC(=O)Nc1nc2ccccc2n1Cc1ccccc1	13%	-7%	?	0%
20	O=c1[nH]cnc2scc(-c3ccsc3)c12	7%	3%	-1.0%	8%
21	COc1ccc(NC(=O)c2cc(-c3ccc(O)cc3)on2)cc1OC	-4%	-12%	?	4%
22	O=C(O)C1C2CCC(C2)C1C(=O)NCc1ccccn1 (centres undefined)	-11%	-6%	-0.5%	-9%
23	CCOc1ccc(NC(=O)CSC2=Nc3ccccc3C3=NC(CCC(=O)NCc4ccccc4)C(=O)N23)cc1 (centres undefined)	-23%	-17%[10.9 µM]	?	-7%
24	C=Cc1ccc(Cn2c(C(=O)O)c(CNCc3ccccc3)c3ccc(OC)cc32)cc1	-3%	-9%[10.9 µM]	?	-20%
25	O=C(CCCc1cccs1)N1CCN(S(=O)(=O)c2ccccc2Br)CC1	0%	-11%	3.4%	2%
26	CCCS(=O)(=O)N1CCCC(C(=O)NCCCN2CCCC2=O)C1 (centres undefined)	-1%	-4%	-1.1%	3%
27	Cc1ccc(OCCSc2nc3ccccc3n2CCC(=O)O)cc1	-20%	22%[10.9 µM]	?	-8%
28	Nc1ccc(NC(=O)c2cccs2)c(Cl)c1	-4%	-16%	1.0%	-15%
29	CCOc1ccc(S(=O)(=O)NCCc2sc(-c3ccc(C)cc3)nc2C)cc1	-1%	9%[10.9 µM]	?	-13%
30	CSc1ccc(Cn2nnc(C(=O)Nc3ccc(C)cc3Cl)c2N)cc1	-10%	-6%[10.9 µM]	-2.2%	-21%

# Quoted from the listing.
# no. 27 @ Peg3 imprint: 22%[10.9 µM]
# no. 21 @ p53ts 39C kill: 4%
# no. 10 @ p53ts 32C tox: 2%
# no. 30 @ IkB signaling: -2.2%
# no. 28 @ p53ts 39C kill: -15%

# (further entries)
no.	Compound	p53ts 32C tox	Peg3 imprint	IkB signaling	p53ts 39C kill
31	Cc1nc(NCCCn2ccnc2)c2ccccc2n1	3%	-3%	-0.3%	0%
32	CCOC(=O)c1ccc(NC(=O)c2c(NCc3cccs3)sc3c2CCCC3)cc1	8%	-8%[10.9 µM]	2.9%	10%
33	Cc1ncoc1C(=O)Nc1ccc2c(c1)OCCO2	?	-94%[inhibitor]	-1.9%	?
34	CCOC(=O)C1CCN(C(=O)Cc2cccs2)CC1	5%	4%	0.1%	0%
35	COc1ccc(S(=O)(=O)N(CC(=O)N2CCN(C)CC2)c2ccc(C)cc2)cc1OC	2%	-10%	0.7%	8%
36	COc1cccc(NC(=O)Cn2c(=O)n(-c3ccc(Cl)cc3)c(=O)c3sc4ccccc4c32)c1	-1%	-12%[10.9 µM]	?	-10%
37	C[C@@H]1C=C[C@](Cc2ccccc2)(C(=O)NCCCNc2ncc(C(F)(F)F)cc2Cl)N1C(=O)c1ccccc1	-10%	-7%	.	-27%
38	O=C(Nc1nccs1)c1cc(N2CCOCC2)nc2ccccc12	-4%	16%	0.5%	-3%
39	Cc1ccc(Cl)cc1N1CCN(C(=O)c2noc3c2CCCC3)CC1	-3%	-9%[10.9 µM]	?	-4%
40	CSc1ccc(S(=O)(=O)Nc2ccc3c(c2)OCCO3)cc1	3%	-13%	9.0%	7%
41	Cc1ccc(NC(=O)CC2Oc3ccccc3NC2=O)c(C)c1 (centres undefined)	-1%	-6%	4.9%	-4%
42	COc1ccc(C(N)CCc2ccco2)cc1 (centres undefined)	8%	-17%	0.4%	-2%
43	CCn1cc(C(=O)N(C)Cc2ccccc2)c(=O)c2cc(S(=O)(=O)N3CCCCCC3)ccc21	6%	6%[10.9 µM]	1.2%	16%
44	O=C(CCn1c(=O)oc2ccccc21)n1c(=O)oc2ccccc21	-1%	-2%	-1.5%	9%
45	Cc1c(C(=O)OCC(C)(C)CN(C)C)oc2ccccc12	-26%	-24%	-1.8%	-9%
46	O=C(CN1CCN(c2ccc(F)cc2)CC1)NCC1CCCO1 (centres undefined)	-1%	-4%	1.1%	-9%
47	CCOc1ccc(-n2c(Cc3cc(=O)[nH]c(=O)[nH]3)nnc2SC(C)C(=O)OC)cc1 (centres undefined)	8%	2%	-0.9%	1%
48	CCCCSCCCNC(=O)C1CCC(CNS(=O)(=O)c2c(C)cc(C)cc2C)CC1 (centres undefined)	-2%	-12%[10.9 µM]	?	-11%
49	O=c1c2cnn(-c3ccc(F)cc3)c2ncn1Cc1ccc(F)cc1	-2%&7%	-7%[10.9 µM]	0.9%	-2%&12%
50	COCCNC(=O)c1ccc(CS(=O)(=O)c2ccccc2)o1	7%	-10%	-0.2%	0%
51	COc1cccc(-c2cncnc2NCc2cccnc2)c1	11%	-13%	1.4%[11.4 µM]	-3%
52	Cc1ccc(S(=O)(=O)C2(C(=O)NC3CCCC3)CC2)cc1	-1%	-3%	1.6%	?
53	CCOc1cc(C(=O)Nc2cc3c(cc2N2CCOCC2)n(C)c(=O)n3C)cc(OCC)c1OCC	12%	-2%[10.9 µM]	2.2%	17%
54	Cc1ccc(-c2nc3ncccc3o2)cc1NC(=O)c1ccccc1Br	-5%	-10%[10.9 µM]	-1.5%	-16%
55	Cc1cccc(NC(=O)Nc2cc(C)on2)c1	-5%	-21%	-0.4%	-2%
56	O=C(c1ccc2c(c1)OCO2)N1CCN(c2ccc(F)cc2)CC1	-5%	.	-0.3%	7%
57	Cc1ccc(OCCN2CCN(C(=O)CCC(=O)Nc3nnc(C)s3)CC2)cc1	12%	-7%	0.6%	13%
58	CCC(C)NC(=O)c1[nH]c2cc(C)ccc2c1Sc1ccc(Cl)cc1 (centres undefined)	-6%	-9%[10.9 µM]	-0.1%	-10%
59	CC(C)c1ccccc1NC(=O)Cn1cnc2c1c(=O)n(C)c(=O)n2C	6%	-13%[10.9 µM]	-4.6%	19%
60	COc1ccc2nc(C)cc(Nc3ccc(N4CCOCC4)cc3)c2c1	-6%	3%	4.9%	2%
61	CCOc1cc(CNC(=O)C2COc3ccccc3C2)cc(OCC)c1OCC (centres undefined)	5%	-9%[10.9 µM]	?	-11%
62	COc1cccc2oc(-c3ccccc3)cc(=O)c12	10µM*	-93%[inhibitor]	.	7.9µM*
63	Cc1cc(=O)[nH]c(SCCOc2cccc(C(F)(F)F)c2)n1	-4%	-17%	-1.8%	4%
64	CN(C)/C=N/c1c(C#N)cnn1-c1nc2ccccc2s1	-4%	-6%	-2.6%	7%
65	Cc1nn(C(C)C(=O)N2CCN(c3ccccn3)CC2)c(=O)c2cc3occc3n12 (centres undefined)	7%	.	.	-4%
66	O=C(Cc1ccc(Cl)cc1)Nc1ccc(-c2nnc(-c3ccco3)o2)cc1	0%	-22%	-0.1%	-6%
67	CCC(=O)Nc1ccccc1-c1nc2ccccc2n(C(C)C(=O)Nc2ccc(OC)cc2)c1=O (centres undefined)	1%	4%[10.9 µM]	?	-5%
68	CCOC(=O)C1CCCN(CCC(=O)Nc2ccc(C)cc2)C1 (centres undefined)	-5%	.	.	1%
69	O=C(OCn1cncn1)c1ccc(Cl)cc1Cl	-2%	5%	-0.9%	-1%
70	COC(=O)c1cc2nc(-c3ccccc3)cc(C(F)(F)F)n2n1	7%	.	.	4%
71	CCOc1ccc(OCC)c(N=c2oc3c(C)ncc(CO)c3cc2C(N)=O)c1	2%	-12%	-1.4%	-1%
72	CCC(c1nnnn1Cc1ccco1)N1CCN(c2cc(Cl)ccc2C)CC1 (centres undefined)	4%	-20%	?	6%
73	Cc1cccc2sc(NC(=O)C3CCCO3)nc12 (centres undefined)	0%	-24%	-0.5%	13%
74	COC(=O)c1ccccc1NC(=O)c1ccccc1N(C)S(C)(=O)=O	2%	-7%	-3.1%	9%
75	CCOc1ccccc1CNC(=O)CCN1C(=O)COc2ccccc21	9%	2%	-0.9%	11%
76	CC1(C)CC(=O)C(C2(O)C(=O)N(Cc3ccccc3)c3ccccc32)CO1 (centres undefined)	7%	.	?	4%
77	CCOC(=O)c1[nH]c2c(c1Cc1ccccc1)C(=O)CC(c1ccc(OC)cc1)C2 (centres undefined)	23%	-13%[10.9 µM]	?	-1%
78	Cc1cc(C)n(/N=C/c2ccccc2)c(=O)c1C#N	13%	-6%	-0.2%	3%
79	Cc1ccc2nc(NC(=O)CCNS(=O)(=O)c3ccc(Br)s3)sc2c1	-1%	-25%	?	-17%
80	N#Cc1cc(C(=O)c2cc(Cl)ccc2O)cn(CC2CCCO2)c1=O (centres undefined)	14%	-12%	1.3%	1%
81	Cc1ncsc1C(=O)Nc1nc2c(s1)CCCC2	?	-95%[inhibitor]	?	?
82	COc1ccc(-c2nc(S(=O)(=O)c3ccc(C)cc3)c(N3CCCCC3)o2)cc1	-5%	-10%[10.9 µM]	?	14%
83	CCCn1ccc2c(OCC(=O)Nc3cc(C)ccc3C)cccc2c1=O	6%	-12%[10.9 µM]	4.2%	-14%
84	O=C(OCCN1C(=O)c2ccccc2C1=O)c1ccco1	5%	.	.	16%
85	Cc1ccc(Cl)cc1-n1ncc2c(NCCCn3ccnc3)ncnc21	-1%	-11%[10.9 µM]	?	-18%
86	Cc1oc2ccc(O)c(CN3CCOCC3)c2c1C(=O)Nc1ccccc1	-4%	-9%[10.9 µM]	-2.0%	-5%
87	COc1ccc(CN2CCOCC2)c(C)c1C	-5%	13%	-0.3%	-3%
88	COc1cc(OC)c(NS(=O)(=O)c2cc3c(cc2C)NC(=O)CO3)cc1Cl	-2%	-10%[10.9 µM]	?	-13%

# Quoted at random: four compounds from above
no.	Compound	p53ts 32C tox	Peg3 imprint	IkB signaling	p53ts 39C kill
84	O=C(OCCN1C(=O)c2ccccc2C1=O)c1ccco1	5%	.	.	16%
82	COc1ccc(-c2nc(S(=O)(=O)c3ccc(C)cc3)c(N3CCCCC3)o2)cc1	-5%	-10%[10.9 µM]	?	14%
69	O=C(OCn1cncn1)c1ccc(Cl)cc1Cl	-2%	5%	-0.9%	-1%
73	Cc1cccc2sc(NC(=O)C3CCCO3)nc12 (centres undefined)	0%	-24%	-0.5%	13%

# The order is random. Share with any hit: about 1.8%.
